Screening data: PubChem, National Center for Advancing Translational Sciences (NCATS)
APE1 inh: inhibitors of human APE1 endonuclease. P27695. recombinant APE1, TAMRA/BHQ-2 abasic DNA cleavage fluorescence. Potency, µM (doses to about 65.8 µM), for the others: at the highest dose activity change, negative = inhibition, usual class: inhibitors. 0.35% of 350,000 active. AID 2517;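 note: potency is the fitted concentration of half-maximal effect; plate controls were vehicle for no effect and reference inhibitor for full effect; nearly all actives have a fitted effect of over 55% in size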
Target sequence (P27695 whole entry, looked up): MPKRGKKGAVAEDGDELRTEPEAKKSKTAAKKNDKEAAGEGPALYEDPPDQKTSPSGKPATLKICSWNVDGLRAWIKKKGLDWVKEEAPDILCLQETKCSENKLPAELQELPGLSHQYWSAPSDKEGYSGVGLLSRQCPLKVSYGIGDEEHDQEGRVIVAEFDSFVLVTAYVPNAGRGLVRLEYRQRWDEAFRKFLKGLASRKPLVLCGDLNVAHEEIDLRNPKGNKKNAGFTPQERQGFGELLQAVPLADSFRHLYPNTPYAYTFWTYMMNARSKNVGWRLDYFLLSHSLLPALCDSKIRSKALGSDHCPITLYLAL
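Kinetic fluorescence read (525 ex/598 em nm, three reads 60 s apart) of AP-site incision; signal = third minus first read. Enzyme 0.75 nM, dual-labelled THF duplex 50 nM, compound preincubation 15 min RT.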
LDHA inh: inhibitors of human lactate dehydrogenase A; P00338; purified LDHA, NADH/diaphorase-resazurin fluorescence; active compounds read low; activity change, % (values are at about 110 or 230 µM); 0.15% of 480,000 active; in the data active = activity change below about -30%; inconclusive = mostly about -25% to -30%;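 note: plate controls were DMSO wells for no effect and wells without enzyme for full effect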
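Resorufin fluorescence (ex540/em590), read at 0 and 20 min after diaphorase/resazurin addition, reports the NADH left after a 5 min room-temperature reaction of 2 nM human LDH5 with 0.06 mM NADH and 0.2 mM pyruvate.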
Anesthetic bind: binds horse apoferritin like a general anesthetic; P02791; apoferritin/1-aminoanthracene competitive binding, fluorescence; Potency, µM (titrated, usually from 77.5 µM), for the others: at the top dose activity change, negative = displacement, actives largely listed as inhibitors; 0.074% of 350,000 active; AID 485281; note: potency is the fitted concentration of half-maximal effect; % is set by controls: 0 for no effect and ±100 for the full control effect; nearly all actives have a fitted effect of over 20% in size
Target sequence (P02791 2-175 limits assumed): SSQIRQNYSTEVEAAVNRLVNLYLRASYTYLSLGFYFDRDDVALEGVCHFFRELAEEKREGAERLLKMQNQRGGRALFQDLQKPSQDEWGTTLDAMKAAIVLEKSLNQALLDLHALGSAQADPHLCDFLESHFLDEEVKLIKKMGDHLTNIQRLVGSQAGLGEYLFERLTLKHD
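Apoferritin-based anesthetic binding model; compound displacement of fluorescent 1-AMA measured as endpoint fluorescence after 10 minutes at room temperature, scaled to free-ligand and complex controls.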
ERG-DNA inh: inhibitors of human ERG Ets domain-DNA interaction | P11308 | fluorescence polarization, His-ERG Ets domain / labelled DNA | Potency, µM (highest dose often 76.9 µM), without a hit: top-dose FP activity, negative = inhibition, most hits filed as inhibitors | 0.028% of 370,000 active | AID 624246; active = well fitted inhibition curve with a large enough effect in the polarisation, with a control signal flat; inconclusive = small, poorly fitted or top-dose-only effect, or effect the other way, or a change in a side signal; inactive = no such curve, though single readings can be large or run the other way; the % refers to the polarisation;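 note: polarization taken with two DNA probes labelled with fluorescein and Texas red; potency is the fitted concentration of half-maximal effect; % of control where 0% means no effect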
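His-tagged ERG Ets domain (1 uM in the protein solution; 300mM KCl, 50mM Tris-HCl, 1mM EDTA, 1mM DTT, pH 7.5) received compound, then a probe mix of 5 nM fluorescein-DNA and 100nM Texas-615-DNA. Fluorescence polarization was read for both dyes.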
RGS4 inh: inhibitors of human regulator of G protein signaling 4. Potency, µM (series often up to 114 µM), without a hit: at the highest dose activity change, negative = inhibition, usual class: inhibitors. 0.039% of 390,000 active. Transcreener GDP fluorescence polarization, RGS4-accelerated GTP hydrolysis. P49798; note: potency is the fitted concentration of half-maximal effect; % is set by controls: 0 for no effect and ±100 for the full control effect; nearly all actives have a fitted effect of over 75% in size; some results filed as inactive show a strong effect at the top dose
Target sequence (P49798 whole entry, looked up): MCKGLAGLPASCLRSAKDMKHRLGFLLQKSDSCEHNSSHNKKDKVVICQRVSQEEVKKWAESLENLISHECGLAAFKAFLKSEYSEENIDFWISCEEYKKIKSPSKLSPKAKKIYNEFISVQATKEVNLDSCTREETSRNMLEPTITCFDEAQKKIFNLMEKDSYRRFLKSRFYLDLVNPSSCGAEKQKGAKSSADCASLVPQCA
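MLSMR compounds (23 nl, pin-transferred) preincubated 10 min at room temperature with a 500nM (2x) first reagent, then RGS4 at 900nM (2x) plus Transcreener GDP mix added; fluorescence polarization (620/688 nm) read before and after 90 min at 30 °C.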
Pol beta inh: DNA polymerase beta (human) inhibition | P06746 | Pol beta primer extension/strand displacement, fluorescence kinetic | Potency, µM (highest dose often 114 µM), for the others: top-dose activity change, negative = inhibition, hits mostly inhibitors | 1.3% of 340,000 active | AID 485314; note: potency is the fitted concentration of half-maximal effect; % is set by controls: 0 for no effect and ±100 for the full control effect
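Pol beta (10 nM) and compounds were preincubated 15 min at room temperature, then 50 nM substrate (final) started primer extension/strand displacement. Reads were taken at 0 and 10 min; concentration-response data were fitted to a four-parameter Hill equation.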
12-LOX inh: ALOX12 (human) lipoxygenase inhibition; P18054; Potency, µM (top dose mostly 108 µM), for the others: top-dose activity change, negative = inhibition, hits mostly inhibitors; 1.1% of 580,000 active; purified 12hLO, xylenol orange hydroperoxide absorbance; AID 1671190; note: potency is the fitted concentration of half-maximal effect; % is set by controls: 0 for no effect and ±100 for the full control effect
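Purified human 12hLO at 150 nM in 25 mM Hepes, 0.01% Triton X-100, pH 7.0, preincubated 15 min at room temperature with compound. Reaction started with 40 uM arachidonic acid, 30 min at room temperature. Hydroperoxide measured by Fe-xylenol orange, 573/405 nm absorbance ratio.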
Pol kappa inh: blocks human DNA polymerase kappa activity | Q9UBT6 | purified Pol kappa, fluorescent DNA synthesis assay, 10 min | Potency, µM (highest dose often 107 µM), for the others: top-dose activity, negative = inhibition, usual class: inhibitors | 0.53% of 400,000 active; note: potency is the fitted concentration of half-maximal effect; % is set by controls: 0 for no effect and ±100 for the full control effect
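10 nM Pol kappa was preincubated with compounds for 15 min at room temperature. Reaction started with 50 nM (final) substrate. Fluorescence read kinetically at 0 and 10 min.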
Pol eta inh: DNA polymerase eta (human) inhibition; Q9Y253; recombinant Pol eta, fluorescent DNA replication assay; Potency, µM (top dose mostly 114 µM), inactives show top-dose activity change, negative = inhibition, actives largely listed as inhibitors; 1.2% of 390,000 active; note: potency is the fitted concentration of half-maximal effect; % is set by controls: 0 for no effect and ±100 for the full control effect
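Pol eta (10 nM) was preincubated with compounds for 15 min at room temperature, after which fluorescent replication substrate (50 nM final) was added to start the reaction. Fluorescence was read kinetically at 0 and 10 min.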
Numbers without * were called inactive; i = inactive; ? = inconclusive; · = no result given; & = joins results of further samples; [ ] = remark or other dose. Unless noted, calls come from the whole dose curve; as a rule, active = well fitted curve in the direction sought with a large enough effect; inconclusive = small, poorly fitted or top-dose-only effect, or another doubt; inactive = no such curve, though single readings can be large; an effect the other way counts as inactive or inconclusive. A portion of the library; rates above refer to the full screens.

The line under a structure holds: Pol eta inh	Pol beta inh	Pol kappa inh	ERG-DNA inh	12-LOX inh	LDHA inh	RGS4 inh	Anesthetic bind	APE1 inh
- COC(=O)C1=C(c2cccc(OC)c2OC)C[C@@H]2CC[C@H]1N2C(=O)NCc1ccc(C(F)(F)F)cc1
    ?	·	6.5%	9.0%	-20.7%	0.7	-2.0%	·	·
- O=C1CN=C(c2ccccc2)c2cc(Br)ccc2N1Cc1cc(=O)n2ccccc2n1
    -10.5%	-0.7%	-10.2%	-6.4%	10.8%	-6.7	-10.3%	4.2%	2.5%
- COC(=O)C1=C(c2ccc(F)cc2OCc2ccccc2)C[C@@H]2CC[C@H]1N2C(=O)NCc1ccc(OC)c(OC)c1
    -23.0%	·	-5.5%	-10.1%	6.1%	-4.9	2.9%	·	-1.8%
- Cc1ccc(CNCCc2ccccc2F)cc1
    -12.6%	2.2%	-3.6%	0.8%	?	-2.9	-12.4%	-8.5%	16.9%
- CN1CCN(c2ccc([N+](=O)[O-])c(N/N=C3\CN4CCC3CC4)c2)CC1
    -4.5%	26.4%	-13.8%	-6.8%	-22.8%	-0.6	-20.9%	?	-0.1%
- Cc1ccsc1C(=O)C1CCCN(Cc2cc(C(C)C)n[nH]2)C1 (stereo not given)
    -22.6%	21.5%	-0.1%	2.0%	0.3%	1.3	-23.5%	-10.5%	7.4%
- COc1ccc(CNC(=O)CCC(=O)N2C[C@H]3C[C@H](C2)c2cccc(=O)n2C3)cc1
    -3.0%	2.1%	12.1%	7.2%	9.0%	-3.9	1.0%	-7.7%	38.4%
- Cc1ccsc1C(=O)C1CCCN(Cc2ccc(O)cc2)C1 (stereo not given)
    -10.2%	13.4%	-17.1%	-4.6%	-3.6%	-7.1	14.3%	?	6.4%
- c1cnc(N2CCNCC2)nc1
    -4.1%	-1.2%	5.0%	5.5%	?	-7.5	-18.1%	-2.0%	4.1%
- Cc1ccc2c(c1)=NC(=O)/C(=C/c1c(O)[nH]c(=O)[nH]c1=O)C=2
    4.5%	-1.6%	-0.8%	-6.5%	?	1.1	?	92.9%[activator]	-3.9%
- CC1CNCCN1c1ccc(Cl)cc1 (stereo not given)
    -19.3%	·	-5.3%	4.1%	-26.4%	3.9	-6.0%	·	·
- O=C1CN=C(c2ccc(Br)cc2)c2c(sc3c2CCCC3)N1CCN1CCCCC1
    -15.5%	?	-3.1%	1.5%	-7.2%	2.5	13.0%	-22.2%	-1.6%
- COc1ccccc1NC(=O)Oc1ccc(C(C)=O)cc1
    -11.7%	24.5%	2.3%	-2.2%	-2.3%	-11.6	-6.0%	-6.9%	24.2%
- COC(=O)C1=C(c2ccc(-c3ccccc3)c(F)c2)C[C@@H]2CC[C@H]1N2C(=O)N1CCC(C)CC1
    -20.1%	·	-4.3%	-4.7%	-25.7%	-0.6	7.8%	·	-0.1%
- CN1C2CCC1C(COC(=O)c1ccccc1)C(O)C2 (stereo not given)
    17.2%	-3.9%	-2.9%	14.9%	171.4%[activator]	-10.1	6.6%[56.9 µM]	-3.8%	2.7%
- CSc1nc2ccc(C)cc2c(=O)n1-c1cccnc1
    -5.0%	1.2%	4.1%	-12.6%	38.4%	-3.2	0.5%	-3.6%	?
- COc1ccc(-c2nc(SCC(=O)NC(C)CCc3ccccc3)n[nH]2)cc1 (stereo not given)
    -15.2%	9.7%	-10.0%[60.1 µM]	-11.0%	?	-4.6	8.6%	196.8%[activator]	·
- CC1Cc2cc(S(=O)(=O)N(Cc3ccccc3)C(C)C)ccc2N1C(=O)C1CCC1 (stereo not given)
    -10.9%	2.5%	-4.1%	0.8%	12.1%	-0.8	-15.8%	140.7%[activator]	·
- C/C(Cl)=C/CC1(CN2CCCC2=O)C(=O)NC(=O)NC1=O
    0.6%	17.6%	4.1%	-0.4%	1.7%	-5.0	-7.5%	-4.5%	2.5%
- C=C1N2CCC(CC2)C1(O)c1ccc(C)cc1 (stereo not given)
    -10.4%	-2.0%	-8.0%	-0.3%	-22.9%	-4.2	-16.9%	-6.9%	-2.5%

3 entries out of the list, arranged by length of the SMILES, low to high.
The line under a structure holds: Pol eta inh	Pol beta inh	Pol kappa inh	ERG-DNA inh	12-LOX inh	LDHA inh	RGS4 inh	Anesthetic bind	APE1 inh
- COc1ccccc1NC(=O)Oc1ccc(C(C)=O)cc1
    -11.7%	24.5%	2.3%	-2.2%	-2.3%	-11.6	-6.0%	-6.9%	24.2%
- C/C(Cl)=C/CC1(CN2CCCC2=O)C(=O)NC(=O)NC1=O
    0.6%	17.6%	4.1%	-0.4%	1.7%	-5.0	-7.5%	-4.5%	2.5%
- COc1ccc(CNC(=O)CCC(=O)N2C[C@H]3C[C@H](C2)c2cccc(=O)n2C3)cc1
    -3.0%	2.1%	12.1%	7.2%	9.0%	-3.9	1.0%	-7.7%	38.4%

Some values from the list:
Pol beta inh with C=C1N2CCC(CC2)C1(O)c1ccc(C)cc1 (stereo not given) : -2.0%
LDHA inh with COc1ccccc1NC(=O)Oc1ccc(C(C)=O)cc1 : -11.6
Pol kappa inh with CSc1nc2ccc(C)cc2c(=O)n1-c1cccnc1 : 4.1%
APE1 inh with C/C(Cl)=C/CC1(CN2CCCC2=O)C(=O)NC(=O)NC1=O : 2.5%

(list continues)
The line under a structure holds: Pol eta inh	Pol beta inh	Pol kappa inh	ERG-DNA inh	12-LOX inh	LDHA inh	RGS4 inh	Anesthetic bind	APE1 inh
- CN(CC=CCN(C)P(=S)(N1CC1)N1CC1)P(=S)(N1CC1)N1CC1
    -21.4%	·	-9.9%	·	?	-2.4	-49.0%	·	·
- CCN(CC)c1ccc(/C=C2\C(=O)NC(=S)N(C)C2=O)o1
    -19.3%	-7.7%	-2.6%	37.9%[activator]	?	-3.6	19.9%	-10.9%	15.9%
- CC(C)N1C(=O)/C(=C/C=C/c2ccco2)C(=O)N(Cc2ccco2)C1=O
    2.51µM*	22.4µM*	22.4µM*	?	?	1.5	-22.7%[11.4 µM]	?	?
- S=C(Nc1ccc(Br)cc1Cl)N1CCC2(CC1)OCCO2
    -20.0%	41.4%	0.6%	-7.8%	-4.0%	-4.8	?	-8.1%	-9.8%
- COc1ccc2c(c1)C1(C(=O)O)CC=CCC1(C(=O)O)C2 (stereo not given)
    -4.1%	·	-9.2%	-4.2%	-3.9%	-7.4	13.1%	·	·
- CC(C)[C@H](NC(=O)[C@H](CCC(=O)O)NC(=O)[C@H](Cc1ccccc1)NC(=O)[C@H](C)NC(=O)[C@@H](N)Cc1ccc(O)cc1)C(=O)N[C@H](C(=O)NCC(N)=O)C(C)C
    ·	·	9.0%[19.4 µM]	·	-4.1%[12.5 µM]	·	·	-2.6%	1.3%
- CCC(C)n1c(O)c(/C=N/N2CCOCC2)c(=O)[nH]c1=S (stereo not given)
    -18.0%	24.8%	-1.0%	15.1%	-8.2%	-3.0	-41.5%	2.3%	-4.7%
- C[C@H]1CC[C@@H]2[C@@H](C)[C@H]3C(CC4C5CC=C6CC(O[C@@H]7O[C@H](CO)C(O[C@@H]8O[C@@H](C)[C@H](O)[C@@H](O)[C@H]8O)[C@H](O)[C@H]7O[C@@H]7O[C@@H](C)[C@H](O)[C@@H](O)[C@H]7O)CC[C@]6(C)C5CC[C@@]43C)N2C1 (stereo not given in full)
    ·	·	11.0%	·	0.9%	·	-1.9%	-0.7%	-8.9%
- CNC(=O)O/N=C(\N)Cc1csc2ccccc12
    1.0%	17.4%	-1.6%	-0.1%	44.1%	-4.0	2.6%	-5.9%	-1.3%
- C=C1C(O)(c2ccccc2)C2CC[N+]1(C)CC2 (stereo not given)
    7.3%	-8.4%	-2.2%	·	?	-37.5*	2.5%	-3.7%	-7.5%
- Cc1ccc(Sc2ccc(C=C3C(=O)N(C)C(=O)N(C)C3=O)o2)cc1
    -2.0%	10.2%	-0.2%	42.5%[activator]	35.5µM*	0.1	?	?	3.7%
- Fc1cccc(F)c1-c1nc(-c2ccc(Cl)cc2)no1
    -17.3%	7.2%	-13.7%	1.3%	5.9%	-4.5	-27.7%	-7.8%	21.2%
- CC[N+](CC)(CC)CCOc1cccc(OCC[N+](CC)(CC)CC)c1OCC[N+](CC)(CC)CC
    -6.2%	15.3%[57.1 µM]	-8.2%[60.1 µM]	-11.0%	?	-19.2	?	2.5%	25.3%
- CCCCC/C=C\C/C=C\C/C=C\C/C=C\CCCC(=O)NCc1ccc(O)c(OC)c1
    ·	·	?	·	·	·	i	-15.3%&-13.9%	-3.1%&-11.3%
- O=c1c2ccccc2nc(-c2ccccc2Cl)n1-c1ccc(O)cc1
    4.7%	4.6%	0.6%	6.6%	0.0%	-5.1	10.4%	2.7%	8.1%
- Cc1ccc(C)c(NC(=S)NC2CC3CCC(C2)N3Cc2ccco2)c1 (stereo not given)
    -16.4%	68.2%	-7.2%[60.1 µM]	·	2.8%	-13.0	30.0%	-6.5%	11.5%
- COc1cc(C)c(-c2nc(CN3C[C@@H]4C[C@@H](C3)c3cccc(=O)n3C4)c(C)o2)cc1C
    -14.0%	-18.7%	2.1%	-4.4%	?	-3.2	-16.8%	6.1%	0.7%
- COC(=O)C1=C(c2cccc(OCc3ccccc3)c2)C[C@@H]2CC[C@H]1N2C(=O)NCc1cccc(C(F)(F)F)c1
    -32.4%	·	-3.6%	3.3%	-13.9%	-0.6	1.1%	·	-0.4%
- CCCCN1C(=O)NC(=O)/C(=C/c2cnc(SC)nc2)C1=O
    1.9%	-1.9%	-9.0%	-8.6%	72.7%[activator]	-3.4	?	?	-2.4%
